STK33 inh = inhibitors of purified STK33 kinase, primary screen, biochemical, ADP-Glo luminescence, homogeneous, cell-free. inhibition, % at 10 µM. 0.073% of 320,000 active. MBP phosphorylation. Serine/threonine-protein kinase 33 (Homo sapiens), Q9BYT3;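 active = inhibition at or above 25%, using the most active replicate where run in duplicate; inactive = inhibition below 25%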
Target sequence (Q9BYT3 whole entry, looked up): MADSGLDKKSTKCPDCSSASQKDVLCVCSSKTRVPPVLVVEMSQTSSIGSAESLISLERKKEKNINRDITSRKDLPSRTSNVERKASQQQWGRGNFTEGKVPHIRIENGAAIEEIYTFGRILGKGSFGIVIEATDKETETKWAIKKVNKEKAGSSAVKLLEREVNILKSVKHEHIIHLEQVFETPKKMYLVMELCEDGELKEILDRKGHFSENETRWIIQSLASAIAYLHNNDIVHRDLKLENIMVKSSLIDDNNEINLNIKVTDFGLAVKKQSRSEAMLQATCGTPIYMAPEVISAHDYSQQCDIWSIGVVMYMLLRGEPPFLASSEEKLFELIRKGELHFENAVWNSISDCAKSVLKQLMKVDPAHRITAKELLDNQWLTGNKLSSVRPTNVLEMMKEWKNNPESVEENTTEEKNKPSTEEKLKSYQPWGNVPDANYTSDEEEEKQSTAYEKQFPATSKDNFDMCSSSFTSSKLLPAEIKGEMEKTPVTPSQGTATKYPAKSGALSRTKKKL
OX1R antag-1 = OX1R (HCRTR1) antagonists, primary screen, fluorescence, CHO/OX1R cells, Fluo-8 calcium, orexin A. Fluo-8 calcium fluorescence. Orexin/Hypocretin receptor type 1 (Homo sapiens), O43613. 0.43% of 330,000 active. AID 434989, 2010. inhibition, % at 5 µM;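 active = inhibition above its plate's threshold, mean inhibition of all tested compounds on the plate plus 3 SD, cut at about 37% in these data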;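 also: 0% = orexin A challenge wells and 100% = SB-334867-A antagonist wells; not every result past the cut was called active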
Target sequence (O43613 whole entry, looked up): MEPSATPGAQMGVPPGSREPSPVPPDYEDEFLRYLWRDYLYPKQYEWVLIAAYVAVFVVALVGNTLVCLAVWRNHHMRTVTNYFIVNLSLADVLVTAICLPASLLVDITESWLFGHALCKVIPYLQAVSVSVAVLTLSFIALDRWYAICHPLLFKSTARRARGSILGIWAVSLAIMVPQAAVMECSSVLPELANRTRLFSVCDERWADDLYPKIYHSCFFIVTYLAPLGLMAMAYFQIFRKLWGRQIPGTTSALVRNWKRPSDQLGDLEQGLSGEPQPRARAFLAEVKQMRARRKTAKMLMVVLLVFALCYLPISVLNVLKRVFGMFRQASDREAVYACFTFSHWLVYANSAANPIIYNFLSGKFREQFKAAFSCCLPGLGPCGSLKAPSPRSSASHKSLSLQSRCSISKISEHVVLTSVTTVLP
OX1R antag-2 = antagonists of human orexin 1 receptor (OX1R). OX1R-expressing cells, FRET antagonist read-out. inhibition, % at 6.6 µM. 1.8% of 330,000 active. AID 485270, 2010; in the data active = inhibition mostly above about 38%, no sharp cut-off; inactive = mostly below about 40%;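 also: 0% = agonist challenge alone and 100% = reference antagonist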
An asterisk follows results filed as active; x = not tested or not shown. This is a random part of the collection; about 2.2% have a hit in one of these screens.

A first look (16 entries):
SMILES | STK33 inh | OX1R antag-1 | OX1R antag-2
NS(=O)(=O)c1ccc(-c2ccc(/C=C3\SC(=S)N(C4CCS(=O)(=O)C4)C3=O)o2)cc1 (stereo not drawn) | -1.2 | -6 | 9
Cc1ccc2[nH]c(=O)c(CN(CC3CCCO3)S(=O)(=O)c3cccc4nsnc34)cc2c1 (stereo not drawn) | x | -42 | 27
COc1ccc(OC)c(NC(=O)CSc2nc(N)c(-c3ccccc3)c(=O)[nH]2)c1 | -0.6 | -8 | 17
CCOC(=O)CSc1nnc(Cc2ccc(OC)cc2)n1-c1ccccc1 | -2.1 | -20 | 20
COc1ccc(N2CCN(CC(O)COc3c(OC)cccc3OC)CC2)cc1 (stereo not drawn) | -0.2 | -22 | -3
Cc1cccc([C@@H]2[C@@H]3C(=O)N(Cc4ccccc4)C(=O)[C@@H]3[C@]3(CC(C)C)C(=O)N(c4cccc(Cl)c4)C(=O)N23)c1 | -0.6 | -41 | 17
Cc1ccc(C(=O)CCC(=O)Nc2cccc(C(F)(F)F)c2)cc1C | -1.2 | -27 | 18
COc1ccc(C[C@](C)(N)C(=O)O)cc1OC | -1.7 | -11 | 13
C=CCn1c(Cc2cccs2)nnc1SCC(=O)Nc1ccc(OC)c(OC)c1 | 5.8 | -10 | 19
COc1cc2cc(Oc3ccc4ccc(=O)oc4c3)c(=O)oc2cc1OC(=O)C=C(C)C | -0.1 | -5 | 13
C=CCNc1c2c(nc3ncnn13)CC(C)CC2 (stereo not drawn) | -0.2 | -10 | 8
CC1CCN(S(=O)(=O)c2ccc3c(c2)oc(=O)n3C)CC1 | 0.0 | -4 | 15
COC(=O)/C=C1\SC(=NC(=O)c2ccc(C)cc2)NC1=O | 1.7 | -9 | 9
CCOC(=O)c1sc(=NC(=O)c2ccccc2Br)n(C)c1C | 0.4 | -6 | 11
COCCN(C(=O)CSc1nc2ccc(OC)cc2[nH]1)c1c(N)n(Cc2ccccc2)c(=O)[nH]c1=O | x | -15 | 90*
O=C(CCN1C(=O)/C(=C/c2ccccc2)SC1=S)N1CCCCCC1 | -0.1 | -26 | 39

The listing, from the first entry:
SMILES | STK33 inh | OX1R antag-1 | OX1R antag-2
NS(=O)(=O)c1ccc(-c2ccc(/C=C3\SC(=S)N(C4CCS(=O)(=O)C4)C3=O)o2)cc1 (stereo not drawn) | -1.2 | -6 | 9
Cc1ccc2[nH]c(=O)c(CN(CC3CCCO3)S(=O)(=O)c3cccc4nsnc34)cc2c1 (stereo not drawn) | x | -42 | 27
COc1ccc(OC)c(NC(=O)CSc2nc(N)c(-c3ccccc3)c(=O)[nH]2)c1 | -0.6 | -8 | 17
CCOC(=O)CSc1nnc(Cc2ccc(OC)cc2)n1-c1ccccc1 | -2.1 | -20 | 20
COc1ccc(N2CCN(CC(O)COc3c(OC)cccc3OC)CC2)cc1 (stereo not drawn) | -0.2 | -22 | -3
Cc1cccc([C@@H]2[C@@H]3C(=O)N(Cc4ccccc4)C(=O)[C@@H]3[C@]3(CC(C)C)C(=O)N(c4cccc(Cl)c4)C(=O)N23)c1 | -0.6 | -41 | 17
Cc1ccc(C(=O)CCC(=O)Nc2cccc(C(F)(F)F)c2)cc1C | -1.2 | -27 | 18
COc1ccc(C[C@](C)(N)C(=O)O)cc1OC | -1.7 | -11 | 13
C=CCn1c(Cc2cccs2)nnc1SCC(=O)Nc1ccc(OC)c(OC)c1 | 5.8 | -10 | 19
COc1cc2cc(Oc3ccc4ccc(=O)oc4c3)c(=O)oc2cc1OC(=O)C=C(C)C | -0.1 | -5 | 13
C=CCNc1c2c(nc3ncnn13)CC(C)CC2 (stereo not drawn) | -0.2 | -10 | 8
CC1CCN(S(=O)(=O)c2ccc3c(c2)oc(=O)n3C)CC1 | 0.0 | -4 | 15
COC(=O)/C=C1\SC(=NC(=O)c2ccc(C)cc2)NC1=O | 1.7 | -9 | 9
CCOC(=O)c1sc(=NC(=O)c2ccccc2Br)n(C)c1C | 0.4 | -6 | 11
COCCN(C(=O)CSc1nc2ccc(OC)cc2[nH]1)c1c(N)n(Cc2ccccc2)c(=O)[nH]c1=O | x | -15 | 90*
O=C(CCN1C(=O)/C(=C/c2ccccc2)SC1=S)N1CCCCCC1 | -0.1 | -26 | 39
COc1ccccc1OCCn1nnc2ccccc21 | -3.3 | -3 | 10
COc1cccc(-c2ncc3ccccc3c2COC(=O)c2ccccc2C(=O)O)c1 | -3.6 | -5 | 7
CC(C)Nc1nc(-c2ccccc2)nnc1-c1ccccc1 | -0.1 | -16 | 17
CCN(CC)C(=O)COc1ccc(/C(C)=N/NC(=O)c2ccccc2-n2cccc2)cc1 | -1.5 | -5 | 17
O=S(=O)(c1cccs1)N1CN(Cc2ccc(Cl)cc2)c2nc3ccccc3nc21 | -0.3 | -7 | 16
NS(=O)(=O)c1ccccc1NC(=S)Nc1ccccc1S(N)(=O)=O | -1.8 | -14 | 17
O=S(=O)(c1ccccc1Cl)N1CCCC1c1nc(-c2ccc(Cl)cc2)no1 (stereo not drawn) | -1.6 | 26 | 41
CCOC(=O)c1c(NC(=O)CC)sc(C(=O)NC2CCCC2)c1C | -0.1 | -13 | 7
O=C(CC1CCCC1)Nc1cccc(Br)c1 | -1.3 | -20 | 23
Cc1c(C2(O)CCCCC2)[nH]c2ncccc12 | -1.2 | -25 | 2
CN(N)c1nc(-c2ccccc2)nnc1C(F)(F)F | -0.5 | -12 | 31
O=[N+]([O-])c1ccc(CS(=O)(=O)N2CCN(c3ccccc3)CC2)cc1 | 0.0 | -2 | 4
O=C(c1ccco1)N1CCN(Cc2cccc3ccccc23)CC1 | -0.1 | -16 | 7
CCC(C)[C@H](NS(=O)(=O)c1ccc(C)cc1)C(=O)N1CCC(C(=O)N2CCC(C(=O)OC)CC2)CC1 (stereo partly drawn) | 0.2 | -31 | 10
O=c1[nH]c(C(Cl)Cl)nc2sc3c(c12)CCN(Cc1ccccc1)C3 | -1.0 | -2 | 31
Cc1nnc(NC2(C(F)(F)F)C(=O)Nc3c2c(=O)n(C)c(=O)n3C)s1 (stereo not drawn) | -0.2 | -14 | 18
Cc1ccc(OCCNC(=O)CNC(=O)c2ccc(C)c(C)c2)cc1 | -0.4 | -9 | 1
CC(=O)C[C@H]1c2cc(C(F)(F)F)ccc2S(=O)(=O)N1Cc1ccccc1 | -0.4 | -28 | 17
C[C@@H](C(=O)NCc1ccccn1)[C@H]1C[C@]1(C)[C@H](NC(=O)OCc1ccccc1)c1ccccc1 | -0.2 | -22 | 21
O=C(COC(=O)c1n[nH]c2ccccc12)c1ccc(F)c(F)c1 | 0.1 | -13 | 5
CCOC(=O)c1oc2cccc(O)c2c1CN1CCOCC1 | 0.2 | -27 | 8
COc1ccc(C(=O)Nc2ccnn2C2CCN(Cc3cnn(C)c3)CC2)cc1 | 0.3 | 5 | 11
COc1ccc(OC)c(NC(=O)c2oc3ccccc3c2NC(=O)C2CC2)c1 | -0.4 | -17 | 39
COc1ccc(Oc2nc(-c3ccccn3)ncc2OC)cc1 | -3.1 | -34 | 16
COc1ccc2nc(NC(=O)c3ccc([N+](=O)[O-])o3)sc2c1 | 0.7 | -9 | 31
COC(=O)c1cc(OC)c(OC)cc1NC(=S)Nc1cccc(C(C)=O)c1 | -0.4 | -20 | 9
Cc1cc(C)c(NC(=O)COc2cccnc2[N+](=O)[O-])c(C)c1 | 0.2 | -11 | 6
COc1ccc(C2C(C#N)=C(C)NC3=C2S(=O)(=O)c2ccccc23)cc1 (stereo not drawn) | 1.1 | -14 | 23
CCCCN(CC)CCNC(=O)c1nn(-c2ccc(OC)cc2)c(=O)c2c1c1ccccc1n2C | x | -36 | 15
COCCN1C=C(C(=O)OC)C(c2ccc(Cl)cc2)C(C(=O)OC)=C1 | -1.0 | -25 | 11
Cc1ccccc1NC(=O)Cc1nc(COC(=O)c2cc(Br)ccc2O)cs1 | -0.1 | -2 | 8
CCn1c(-c2ccccc2)c(C(=O)CC#N)c2ccccc21 | -0.9 | -19 | 15
S=C1NCN(Cc2ccco2)CN1Cc1ccco1 | 0.7 | -5 | 0
OCCOc1ccc(CN2CCCC(N3CCN(c4ccc(F)cc4)CC3)C2)cc1 (stereo not drawn) | -1.0 | -29 | 7
Next section.
SMILES | STK33 inh | OX1R antag-1 | OX1R antag-2
O=C(Nc1ccc2c(c1)OCO2)C1CCCN(c2nc3ccccc3s2)C1 (stereo not drawn) | 1.9 | -5 | 24
O=C(CN1CCCC1)N/N=C/c1c(O)ccc2ccccc12 | 0.7 | -21 | 18
CCCCN(C)Cc1cc(=O)oc2cc3c(cc12)CCCC3 | -0.6 | -44 | 8
COC(=O)C1=C(C(=O)OC)[C@@H]2N(C)c3ccc(OC)cc3[C@@]23C[C@@H](C(=O)OC)N(C(=O)c2cccs2)C3=N1 | -3.8 | -12 | 39
COc1cc(Nc2c3ccccc3nc3ccccc23)cc(OC)c1OC | 2.4 | -17 | 5
O=C(CN1CCN(Cc2ccccc2)CC1)N=Nc1c(O)[nH]c2ccccc12 | -0.7 | -19 | 38
COc1ccc(C)cc1NC(=O)CSCc1ccccc1C | x | -36 | 17
O=C(CCN1C(=O)COc2ccccc21)NCc1ccco1 | -0.8 | -2 | 6
CCOC(=O)c1ccccc1-c1cn2cc(Cl)ccc2n1 | -0.4 | -28 | 4
CC(C)NC(=O)N(C)C[C@@H]1Oc2ccc(NC(=O)Nc3ccc(C(F)(F)F)cc3)cc2CC(=O)N([C@H](C)CO)C[C@@H]1C | 0.1 | -15 | 8
CCCN1CCC(NC(=O)CC2C(=O)NCCN2Cc2cccc(OC)c2)CC1 (stereo not drawn) | -1.0 | -6 | 5
COC(=O)C1=C(C)N(C)C(=O)NC1c1ccc([N+](=O)[O-])o1 (stereo not drawn) | 1.2 | 6 | 30
CN(C)c1ccc(/C=N/NC(=O)CNC(=O)c2ccc3c(c2)OCCO3)cc1 | x | -11 | 18
Oc1ccc2ccccc2c1CNc1ccc(Br)cc1 | 0.3 | -12 | 4
O=[N+]([O-])c1ccccc1CNc1ccc(F)c(Cl)c1 | -3.1 | -23 | 26
Cc1cc(C(=O)CSc2ccc(Cl)cc2)cc(C)c1OC(=S)N(C)C | 0.4 | -23 | 36
COc1ccc(OCc2nnc(SCC(=O)Nc3nnc(C4CC4)s3)n2C)cc1 | -1.6 | -17 | 9
O=C(Nc1cccc(NC(=O)c2ccccc2Cl)c1)c1ccc([N+](=O)[O-])o1 | 0.3 | 19 | 41
Cc1cc(C)n2nc(SCn3nnc4ccccc4c3=O)nc2n1 | -1.8 | -16 | 10
Cn1ccnc1SCC(=O)Nc1cccc(S(=O)(=O)N2CCCCCC2)c1 | -1.1 | -21 | 16
COc1ccccc1CC(=O)N1CCN(C(=O)c2ccco2)CC1 | -0.1 | -1 | 15
CCCC(=O)NNC(=O)Nc1ccccc1 | -1.1 | 5 | 14
CCOc1ccc(NS(=O)(=O)c2ccc3c(c2)n(C)c(=O)n3C)cc1 | -4.7 | -25 | 7
Cc1ccccc1N1CCN(C(=O)C2CCC(=O)N(C3CCCC3)C2)CC1 (stereo not drawn) | 3.7 | -20 | 11
COc1ccc(-n2c(Cc3cccn3C)nnc2SCC(=O)Nc2cccc(F)c2)cc1 | -2.4 | -13 | 6
CCOc1ncccc1C(=O)OCC(=O)NCc1ccc2c(c1)OCO2 | -0.4 | -15 | 10
CN(C)c1ccc(C(=S)N2CCOCC2)cc1 | -1.4 | -3 | 13
COc1ccc(OCc2nnc(SCC(=O)NC3CC4CCC3C4)o2)cc1 (stereo not drawn) | -1.1 | -16 | 18
C=CCN(CC=C)Cc1c(C)[nH]c2c(C)c(C)ccc2c1=O | -0.6 | -3 | 16
CC(=O)Nc1ccc(OC(F)(F)Cl)cc1 | -2.6 | -3 | 13
CC(NC(=O)c1cccc(S(=O)(=O)N(C)C)c1)c1nc2ccccc2[nH]1 (stereo not drawn) | 0.7 | -24 | 1
COC(=O)CCc1nc2c(C#N)c(-c3ccc(Cl)cc3)ccn2n1 | -1.2 | -7 | 29
CC(=O)Nc1ccc(NC(=O)Cn2c(=O)n(-c3ccc(C)cc3)c(=O)c3oc4ccccc4c32)cc1 | -0.5 | -16 | -2
c1ccc(CSc2ncnc3ccccc23)cc1 | -0.5 | -39 | 26
C[C@H](C(O)c1ccccc1)N(C)C(=O)CN (stereo partly drawn) | -0.8 | -6 | 24
Cc1ccc(C(=O)N/C(=C\c2ccc(-c3ccccc3[N+](=O)[O-])o2)C(=O)NCCCN(C)C)cc1 | 0.7 | -13 | 11
CC1(OC(=O)CCc2ccccc2)C(=O)C=C2C=C(c3ccc(C#N)cc3)N(C3CCCCC3)C=C2C1=O (stereo not drawn) | -0.4 | -21 | 27
CCC(C)(C)NC(=O)C(c1ccco1)N(C(=O)c1csnn1)c1cccc(F)c1 (stereo not drawn) | -0.7 | -13 | 36

Compounds shown so far with a cyano group, in the order listed:
SMILES | STK33 inh | OX1R antag-1 | OX1R antag-2
COc1ccc(C2C(C#N)=C(C)NC3=C2S(=O)(=O)c2ccccc23)cc1 (stereo not drawn) | 1.1 | -14 | 23
CCn1c(-c2ccccc2)c(C(=O)CC#N)c2ccccc21 | -0.9 | -19 | 15
COC(=O)CCc1nc2c(C#N)c(-c3ccc(Cl)cc3)ccn2n1 | -1.2 | -7 | 29
CC1(OC(=O)CCc2ccccc2)C(=O)C=C2C=C(c3ccc(C#N)cc3)N(C3CCCCC3)C=C2C1=O (stereo not drawn) | -0.4 | -21 | 27

Assay outcomes as filed in PubChem.
